mcGAS RapidFire = mouse cGAS inhibition by mass spec | hit rate 0.18% among 130,000 | AID 1259397 | inhibition, % at 12.5 µM | Q8C6L5 | recombinant mouse cGAS, cGAMP by RapidFire MS;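 active = inhibition of cGAS enzyme activity at or above 60%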;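 note: enzyme stimulated by 45 bp dsDNA with ATP and GTP substrates; cGAMP share of summed cGAMP plus half ATP and half GTP signals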
Target sequence (Q8C6L5 whole entry, looked up): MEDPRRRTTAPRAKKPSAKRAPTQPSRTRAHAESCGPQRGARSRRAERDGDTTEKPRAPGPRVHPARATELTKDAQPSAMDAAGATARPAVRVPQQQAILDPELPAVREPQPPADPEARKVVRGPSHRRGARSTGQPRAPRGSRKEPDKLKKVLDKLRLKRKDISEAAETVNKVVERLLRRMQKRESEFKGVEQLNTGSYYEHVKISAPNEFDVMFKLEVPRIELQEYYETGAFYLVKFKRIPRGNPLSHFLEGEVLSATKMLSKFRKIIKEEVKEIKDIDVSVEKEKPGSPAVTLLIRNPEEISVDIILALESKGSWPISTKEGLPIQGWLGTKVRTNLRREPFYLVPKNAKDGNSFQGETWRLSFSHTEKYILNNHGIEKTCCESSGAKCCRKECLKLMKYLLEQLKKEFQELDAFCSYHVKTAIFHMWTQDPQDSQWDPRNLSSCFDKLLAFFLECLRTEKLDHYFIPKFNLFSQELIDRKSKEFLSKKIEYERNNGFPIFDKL
An asterisk follows results filed as active; & = joins results of further samples. The list is partial; rates above refer to the full screens.

Start of the data: the first 5 compounds, ahead of the listing:
| mol | mcGAS RapidFire |
| --- | --- |
| CCC(C)Nc1nc(C)nc2c1cnn2-c1ccccc1Cl (centres undefined) | -12 |
| Cn1ccc(C(=O)Nc2ccc(Oc3ncc(Cl)cc3Cl)cc2)cc1=O | -7 |
| CC(NC(=O)C1CC1C)c1ccc(N2CCOCC2)cc1 (centres undefined) | -4 |
| CC(C)NC(=O)CNC(=O)c1ccc(N2CCCC2=O)cc1 | -4 |
| CCCN1C(c2cccnc2)=NS(=O)(=O)c2cc([N+](=O)[O-])ccc21 | -1 |

The list itself, previewed entries included:
| mol | mcGAS RapidFire |
| --- | --- |
| CCC(C)Nc1nc(C)nc2c1cnn2-c1ccccc1Cl (centres undefined) | -12 |
| Cn1ccc(C(=O)Nc2ccc(Oc3ncc(Cl)cc3Cl)cc2)cc1=O | -7 |
| CC(NC(=O)C1CC1C)c1ccc(N2CCOCC2)cc1 (centres undefined) | -4 |
| CC(C)NC(=O)CNC(=O)c1ccc(N2CCCC2=O)cc1 | -4 |
| CCCN1C(c2cccnc2)=NS(=O)(=O)c2cc([N+](=O)[O-])ccc21 | -1 |
| CCN(CC(=O)NC)C(=O)c1cc2c(s1)CCCCCC2 | -2 |
| CC(C)c1cc(C(=O)N2CCN3CCN(C)C(=O)C3C2)nc2ncnn12 (centres undefined) | -38 |
| CC(=O)Nc1cnc(-c2ccc(O)cc2C)cn1 | -3 |
| O=C(COc1c(Cl)cccc1Cl)NCCc1ccc2c(c1)OCO2 | -8 |
| Cc1ccc(NC(=O)c2cnn3c2[nH]c(=O)c2ccccc23)c2cccnc12 | 18 |
| COCCn1c(=O)c2c(nc3n2CC(C)CN3c2cccc(C)c2)n(C)c1=O (centres undefined) | -2 |
| O=C(Nn1cnc2c(cnn2-c2ccccc2)c1=O)c1cccc2ccccc12 | -7 |
| Cc1ccccc1C1(CNC(=O)NC2CC(=O)N(C)C2)CC1 (centres undefined) | -2 |
| Cc1nc2[nH]n(C)c(=O)c2c(C)c1CCC(=O)NC1CCCCC1C (centres undefined) | -7 |
| Cc1ccc(F)c(S(=O)(=O)NC(=O)C2(C)CCN2C(=O)Cc2cccc3ccccc23)c1 (centres undefined) | -7 |
| O=C(Nc1ccc2c(c1)N(C(=O)c1ccccc1)CCC2)NC1CCCCC1 | -7 |
| CCN(CC(=O)Nc1ccccc1C(F)(F)F)Cc1nnnn1C1CC1 | 7 |
| CCCNC(=O)N(C)CC1CCCN(CCc2ccc(Cl)cc2)C1 (centres undefined) | 7 |
| Cc1ccc(C2c3cccn3CCN2C(=O)NC(C)(C)C)cc1 (centres undefined) | 3 |
| COc1cccc(-c2ccc(NC(=O)C3CCCN(C4CCOCC4)C3)cc2)c1 (centres undefined) | -6 |
| COc1ccc(CCN(CC2CCN(C)CC2)C(=O)C=C(C)C)cc1 | -9 |
| CCOCCn1c(=NC(=O)c2ccc(S(C)(=O)=O)cc2)sc2c(OC)ccc(OC)c21 | -7 |
| COCCN1C(=O)/C(=C/c2ccc(O)c(OC)c2)SC1=S | -2 |
| CN(C)CCNC(=O)c1cnc(N2CCN(CCc3ccccc3)C2=O)o1 | -10 |
| CSc1n[nH]c(-n2ccc3nc4ncnn4c(-c4ccccc4)c3c2=O)n1 | -9 |
| CC(=O)Nc1ccc(S(=O)(=O)NC(=O)Cn2cc(COc3ccc4ccccc4c3)nn2)cc1 | 9 |
| CCOCCn1c2c(=O)n(C)c(=O)n(C)c2n2c(-c3ccc(OC)cc3)nnc12 | -2 |
| Cc1ccccc1CSc1nnc(-c2ccncc2)n1C | -5 |
| c1cnc2c(-c3nccn3CCc3cnc[nH]3)cccc2c1 | -22 |
| Cc1cc(O)c(SC(F)(F)C(F)C(F)(F)F)c(=O)o1 (centres undefined) | -4 |

Later entries.
| mol | mcGAS RapidFire |
| --- | --- |
| COC(=O)c1c2c(nc3c1c(-c1ccc(Cl)cc1)nn3C1CCS(=O)(=O)C1)CCC2 (centres undefined) | -7 |
| CC1Cc2cc(-c3cc(COC(=O)Cc4noc5ccccc45)no3)ccc2O1 (centres undefined) | -6 |
| Cc1ccc(NC(=O)Cn2nc(C3CC3)c3cnn(-c4ccc(C)c(C)c4)c3c2=O)c(C)c1 | -8 |
| CCNC(=O)c1cccc(-c2ccc(OC)c(OC)c2OC)c1 | -17 |
| CC(C)Oc1ccc(CN2CCC2(C)C(=O)Nc2cccc(NS(C)(=O)=O)c2)cc1 (centres undefined) | -5 |
| NCCc1csc2nc(-c3cccc(F)c3)nn12 | -36 |
| Cc1ccc(C(=O)NCc2ccnc(OC(C)CC(C)C)c2)c(=O)[nH]1 (centres undefined) | -3 |
| CCN(CC)CCNc1nc2c(OC)ccc(OC)c2s1 | -29 |
| OC1(c2ccc(OC(F)F)cc2)CN(c2ccccc2)C2=[N+]1CCCS2 (centres undefined) | -5 |
| COc1ccc(S(=O)(=O)Nc2ccc3c(c2)CN(C(=O)c2ccco2)CC3)cc1C | 16 |
| O=C(c1ccccc1)C1C(c2ccccc2)NC(=S)NC1(O)C(F)(F)F (centres undefined) | -12 |
| CCOC(=O)c1ccc(NC2=C(n3nnc4ccccc43)C(=O)c3ccccc3C2=O)cc1 | -8 |
| CCOC(=O)c1ccc(N2CCN(Cc3c(C)nn(C)c3Cl)CC2)nc1 | -7 |
| Cc1[nH]c(=S)[nH]c1Cc1ccccc1 | 2 |
| c1cc(CN2CCOCC2)cc(C2NCCc3[nH]cnc32)c1 (centres undefined) | -14 |
| Cc1nn(CC(O)COc2ccc(Cl)cc2)c(=O)c2ccccc12 (centres undefined) | 7 |
| COc1ccc(C)cc1S(=O)(=O)N1CCC2(CCCO2)CC1 | -1 |
| Cc1c2n(nc(CCO)c1=O)CCS2 | -11 |
| O=c1[nH]c(CN2CCc3ccccc3C2)nc2cc(Cl)ccc12 | -4&-3 |
| Cc1cnc(C(NC(=O)CC2CCOc3ccccc32)C2CC2)s1 (centres undefined) | -4 |
| CC(=O)Nc1ccc(Cl)c(C(=O)Nc2cnc3n2CCCC3)c1 | -3 |
| O=C(NC1CC1)C1CCN(C2CCN(C(=O)/C=C/c3cccs3)CC2)CC1 | -9 |
| CCOC(=O)c1ccc(CN2CCCC2(C)C(=O)NCC(C)C)o1 (centres undefined) | -2 |
| Cc1cc(C)n2nc(C)c(C(=O)NC3C4CCCC3CN(C3CC3)C4)c2n1 (centres undefined) | -3 |
| CN(c1ccc(OC(=O)Nc2ccccc2)cc1)S(=O)(=O)c1ccc2ccccc2c1 | 7 |
| CC(C#N)Sc1nnc(NC2CCCCC2)s1 (centres undefined) | -3 |
| COc1cc(/C=C2\C(=N)N3N=C(c4cccc(C)c4)SC3=NC2=O)ccc1OS(C)(=O)=O | 1 |
| CCOC(=O)CN(CP(N)(=O)OC)S(=O)(=O)c1ccc(C)cc1 (centres undefined) | -15 |
| COc1ccc(F)cc1S(=O)(=O)NCc1ccco1 | -2 |
| Cc1ccc(NC(=O)NC(C)(C)c2ncc(C)s2)s1 | -4 |

More compounds.
| mol | mcGAS RapidFire |
| --- | --- |
| CN(Cc1nc(-c2ccc3c(c2)OCO3)no1)CC1Cc2ccccc2O1 (centres undefined) | -13 |
| C=C(C)CN(CC)C(=O)Cn1nc(C)c(S(=O)(=O)NC(C)(C)C)c1C | -8 |
| O=C(NC1CCCC1)C1CCCN(S(=O)(=O)N2CCOCC2)C1 (centres undefined) | -4 |
| CC(Nc1nccc(C(F)(F)F)n1)c1ccc(C#N)cc1 (centres undefined) | -1 |
| CCc1cccc(NC(=O)CCC(=O)NCc2snnc2C)c1 | -20 |
| O=C(Cn1cnnn1)Nc1ccc(OCc2cccc(F)c2)c(F)c1 | -7 |
| COCCn1c(O)cc(=O)[nH]c1=S | -2 |
| COc1cccc(-c2ccc(C(=O)N3CCC(N4CCCC4=O)CC3)o2)c1 | 4 |
| C[C@@H](C(=O)NCc1cccnc1Oc1ccc(F)cc1F)n1cnnn1 | -13 |
| CC(=O)c1ccccc1NC(=O)COc1nc(C)no1 | -6 |
| Cc1nn(-c2ccccc2)cc1CN1CCCC(OCc2ccccn2)C1 (centres undefined) | 9 |
| O=C(CSc1nnnn1C1CC1)c1ccc(CC(=O)N2CCOCC2)s1 | 1 |
| Cc1cc(C)n(CC(C)NCc2c(C)noc2C)n1 (centres undefined) | -34 |
| O=C(NCC1(c2c(F)cccc2F)CCCC1)c1cscn1 | -13 |
| c1cc(-c2ccc(-c3nccn3-c3ccc4c(c3)OCO4)o2)[nH]n1 | -2 |
| COc1ncccc1C(=O)N1CCCN(CC(=O)N(C)C)CC1 | -5 |
| CCOC(=O)C1(Cc2cccc(OC)c2)CCN(Cc2ccc(C)o2)CC1 | -3 |
| c1cnn(CCC2CCN(Cc3ccsc3)CC2)c1 | -13 |
| COc1ccc(CCN2CC(C(=O)N3CCC(c4ccncc4)CC3)CCC2=O)cc1 (centres undefined) | -9 |
| FC(F)(F)Oc1ccccc1C1CC1c1nc(C2CC2)no1 (centres undefined) | -4 |
| Cc1cc(=O)[nH]c(-n2nc(C3CC3)cc2NC(=O)COc2ccc(F)cc2)n1 | -4 |
| O=C(c1cc(F)ccc1F)N1CCCC1c1ccc(O)cc1 (centres undefined) | -7 |
| Cc1ccc(C(=O)N(Cc2ccccc2)C2C=CS(=O)(=O)C2)s1 (centres undefined) | 7 |
| O=C(Nc1ccc(S(=O)(=O)NC2CC2)cc1)c1ccc(Cl)c(S(=O)(=O)N2CCOCC2)c1 | 3 |
| COc1cccc(OC2CN(C(C)C(=O)Nc3nccs3)C2)c1 (centres undefined) | -12 |
| COC(=O)C(C)OC(=O)C1CC(=O)N(c2ccc3c(c2)Cc2ccccc2-3)C1 (centres undefined) | -10 |
| Cc1nc(C(C)NC(=O)Nc2ccc(C(=O)N(C)C)c(C)c2)cs1 (centres undefined) | -3 |
| CCn1c(CCc2nc3ccccc3[nH]2)n[nH]c1=O | -32 |
| NS(=O)(=O)c1ccc(OCCN(CC2CCOC2)C2CC2)cc1 (centres undefined) | -14 |
| CCCn1c(=O)c2c(nc3n(Cc4ccco4)c(C)cn23)n(C)c1=O | -1 |

Some of the entries above in a different format.
> CCCNC(=O)N(C)CC1CCCN(CCc2ccc(Cl)cc2)C1 (centres undefined)
  mcGAS RapidFire = 7
> CC(C)NC(=O)CNC(=O)c1ccc(N2CCCC2=O)cc1
  mcGAS RapidFire = -4
> Cc1ccc(NC(=O)c2cnn3c2[nH]c(=O)c2ccccc23)c2cccnc12
  mcGAS RapidFire = 18
> COC(=O)C(C)OC(=O)C1CC(=O)N(c2ccc3c(c2)Cc2ccccc2-3)C1 (centres undefined)
  mcGAS RapidFire = -10

Next section:
| mol | mcGAS RapidFire |
| --- | --- |
| C=CCNCC(=O)N(Cc1ccco1)CC1CCCO1 (centres undefined) | -10 |
| O=C(CCOc1ccccc1)NC1CCCN(c2nc3ccccc3s2)C1 (centres undefined) | -9 |
| C=CCn1c(SCC(=O)NC2CCCC2)nc2sc3c(c2c1=O)CCCC3 | 3 |
| Nc1c(C=C2C=CC(=O)C=C2)c(=O)nc2sc(-c3ccccc3)nn12 | 51 |
| CC(C)C(NC(=O)c1cnn2ccn(C)c12)c1ccccn1 (centres undefined) | -14 |
| CC1CCCC(C)N1S(=O)(=O)c1ccsc1C(=O)O (centres undefined) | -1 |
| COc1ccc(C)cc1NC(=O)Cn1cnc2cc(Cl)ccc2c1=O | 0 |
| CC1CC(C)(C)CCC1NC(=O)NCC(C)(O)c1cnn(C)c1 (centres undefined) | -3 |
| CC1SCCN(Cc2cc(=O)n3[nH]ccc3n2)C1c1ccccc1 (centres undefined) | -6 |
| CSc1ncc(Cl)c(C(=O)Nc2sc3c(c2C(=O)NCc2ccco2)CCC3)n1 | -17 |
| COc1cc(C2CC(c3ccc(C)cc3)=Nc3ncnn32)cc(OC)c1OC (centres undefined) | -4 |
| COc1cccc2cc(-c3nnc(Nc4ccc(Br)cc4)s3)c(=O)oc12 | -7 |
| CCn1nccc1NC(=O)COc1cccc2ccccc12 | -8 |
| O=C(c1ccc(N2CCC(NCc3cccs3)CC2)cc1)N1CCCC(CO)C1 (centres undefined) | -8 |
| Cc1cc(C(=O)N2CCC(N3CCCC(C(=O)N4CCCC4)C3)CC2)on1 (centres undefined) | -4 |
| CC1CN(c2cc(Oc3ccccc3Cl)ncn2)CCN1 (centres undefined) | -6 |
| CCOC(=O)N1CCN(C2CCCN(C(=O)c3c4c(nn3C)CCCC4)C2)CC1 (centres undefined) | -8&-5 |
| CC1(C)CC(=O)C2C(=Nc3ccccc3NC2c2cccc(Cl)c2Cl)C1 (centres undefined) | -9 |
| Cc1c(C(=O)NC(C)(C)C)c(C(F)(F)F)nn1C1CCCN(C(C)C)C1 (centres undefined) | -6 |
| O=C(NC(c1ccccc1)c1cnccn1)C1CCN(CCOc2ccccc2)CC1 (centres undefined) | -4 |
| Brc1cc2c(cc1CN1CCN(c3ccccn3)CC1)OCCO2 | -6 |
| CC1(C(=O)OCC(=O)NC2CCS(=O)(=O)C2)CC1(Cl)Cl (centres undefined) | -4 |
| CN(CCc1ccncc1)S(=O)(=O)c1ccc(N2C(=O)CCS2(=O)=O)cc1 | -1 |
| O=C(c1ccc[nH]c1=O)N(Cc1ccsc1)CC1CCCO1 (centres undefined) | -10 |
| COC(=O)NNS(=O)(=O)c1cccc(Br)c1 | -9 |
| CCOc1ccc(NC(C)=O)cc1 | -8&0 |
| CC(C)(C)CN1CCCC2(CCN(C(=O)c3ccc(Cn4cnnn4)cc3)C2)C1 (centres undefined) | -9 |
| CC(c1ccc(F)cc1)N1CCC(C(=O)NC2CCCCC2)CC1 (centres undefined) | -8 |
| CC(C)c1nn(C)c(Cl)c1CNCC(O)c1ccccc1 (centres undefined) | 1 |
| COc1ccc(CC(=O)N2CCOC(COc3ccccc3OC)C2)cn1 (centres undefined) | -5 |

Additional entries:
| mol | mcGAS RapidFire |
| --- | --- |
| Cc1nc(CCNC(=O)CCNC(=O)c2ccc(F)cc2)nc2c1CCC2 | 1 |
| Cn1ncc(Br)c1C(=O)Oc1ccccc1Cl | -3 |
| COc1ccc(-c2cc(COC(=O)C3=COCCO3)on2)cc1 | 0 |
| O=C1/C(=C/c2ccc(-c3cc(Cl)ccc3Cl)o2)C=C(c2ccccc2)N1Cc1ccccc1 | 1 |
| C=C(C)Cn1c(N(C)Cc2ccccc2)nc2c1c(=O)n(C)c(=O)n2C | 2 |
| CC(C)c1cc(NC(=O)C2CCN(C)C(=O)C2)n[nH]1 (centres undefined) | -59 |
